HTRA1 inhibitor = blocks human HTRA1 serine peptidase | Q92743 | recombinant HTRA1, FP-rhodamine activity-based probe, fluorescence polarization | inhibition, % at 5.96 µM | actives 0.5% (n = 340,000) | AID 504803; in the data active means inhibition above about 36%;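 further: 0% = enzyme with DMSO and 100% = wells lacking enzyme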
Target sequence (Q92743 whole entry, looked up): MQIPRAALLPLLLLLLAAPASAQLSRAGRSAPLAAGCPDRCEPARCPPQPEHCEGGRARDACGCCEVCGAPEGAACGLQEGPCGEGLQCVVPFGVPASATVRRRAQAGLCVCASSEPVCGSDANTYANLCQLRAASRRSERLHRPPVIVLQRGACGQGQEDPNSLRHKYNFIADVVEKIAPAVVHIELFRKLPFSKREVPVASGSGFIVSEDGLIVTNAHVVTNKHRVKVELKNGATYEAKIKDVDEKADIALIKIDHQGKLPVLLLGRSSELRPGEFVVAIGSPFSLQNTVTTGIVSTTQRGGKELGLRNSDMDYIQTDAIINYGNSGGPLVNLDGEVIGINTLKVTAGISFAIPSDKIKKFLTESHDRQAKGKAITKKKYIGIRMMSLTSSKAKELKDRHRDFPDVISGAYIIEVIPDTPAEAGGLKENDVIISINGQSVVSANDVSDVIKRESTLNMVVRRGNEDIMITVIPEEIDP
UHRF1 MBD2 ctr = UHRF1 methyl-DNA binding inhibition; Q96T88; UHRF1 binding to methylated oligo, TR-FRET; inhibition, % at 4.4 µM; actives 0.75% (n = 370,000); AID 687016; in the data active means inhibition above about 21%;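 further: UHRF1 SRA domain binding a hemimethylated CpG hairpin DNA probe; 0% = median of test compound wells and 100% = reference inhibitor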
PRMT1 FP inh = inhibitors of human PRMT1 | Q99873 | recombinant PRMT1, activity-based probe fluorescence polarization | inhibition, % at 2.79 µM | actives 1.3% (n = 370,000) | AID 652257;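 active means inhibition above about 21% made by adding two undisclosed values, limit read from the data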
Target sequence (Q99873 whole entry, looked up): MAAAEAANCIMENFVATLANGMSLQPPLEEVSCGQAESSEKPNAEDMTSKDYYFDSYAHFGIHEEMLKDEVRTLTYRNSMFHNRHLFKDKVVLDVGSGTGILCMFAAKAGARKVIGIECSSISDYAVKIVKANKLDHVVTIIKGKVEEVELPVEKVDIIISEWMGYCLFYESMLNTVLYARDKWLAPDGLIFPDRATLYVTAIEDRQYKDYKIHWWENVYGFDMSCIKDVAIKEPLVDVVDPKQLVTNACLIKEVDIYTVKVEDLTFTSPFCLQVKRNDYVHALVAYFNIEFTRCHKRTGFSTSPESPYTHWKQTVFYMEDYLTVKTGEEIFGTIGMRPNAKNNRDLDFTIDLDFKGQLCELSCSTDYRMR
PG9 Ab binder = PG9 antibody binding by small molecule; inhibition, % at 6.7 µM; AID 624416; actives 0.43% (n = 360,000); TR-FRET gp120-PG9 antibody binding; in the data active means inhibition above about 8.5%
TDP2 inh = TDP2 (human) inhibition, absorbance primary screen; O95551; recombinant TDP2, T5PNP hydrolysis, p-nitrophenol absorbance 415 nm; inhibition, % at 12.8 µM; actives 0.34% (n = 370,000);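 active means inhibition above the mean of all tested compounds plus 3 SD, set per campaign, cut at about 25% in these data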;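 further: 0% = DMSO with enzyme and 100% = buffer with substrate but no TDP2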
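Read-out basis: percent inhibition. System: recombinant human TDP2. Buffer or medium: Mg2+-containing Tris-HCl buffer, pH 7.5. Repeats: single replicate. Timing: reaction 2 h, 37 °C. Benchmarks: high control without enzyme, low control DMSO plus TDP2. Probe or stimulus: 5 mM T5PNP. Doses: 12.8 µM only. Measured by: epi absorbance of p-nitrophenol freed from T5PNP by hydrolysis.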
LEDGF integ inh = blocks HIV-1 LEDGF/p75-dependent DNA integration; inhibition, % at 3.7 µM; actives 0.64% (n = 370,000); AID 743269; TR-FRET IN-LEDGF/p75 DNA integration, Eu/Cy5;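 active means inhibition above the screen-wide mean plus 3 SD, cut at about 13% in these data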;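 further: signal is the Cy5 over europium emission ratio at 671 and 618 nm; 0% = plate median of compound wells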
SIAE inh = blocks human sialic acid acetylesterase | Q9HAT2 | SIAE FP-Rh probe binding, fluorescence polarization | inhibition, % at 9.66 µM | actives 0.69% (n = 370,000) | AID 1053197;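 active means inhibition above a cutoff: mean of compounds within the control limits plus 3 SD of those, cut at about 17% in these data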;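 further: 0% = plate median of compound wells and 100% = probe without SIAE protein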
Tn7 DDE FP = disrupts Tn7 cyclic peptide binding to fibrin D-Dimer-E complex; actives 0.13% (n = 370,000); inhibition, % at 8.3 µM; P02675; FP displacement of FITC-Tn7 peptide from fibrin DD(E); 0% = median of compound wells per plate;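 active means inhibition above the mean of compounds falling within the control limits plus 3 SD of them, cut at about 14% in these data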;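 further: 0% = plate median of compound wells and 100% = 10 µM Aha-Tn7 peptide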
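Also added: labelled Tn7 tracer, 0.1 µM; Assay system: human fibrin DD(E) protein; Amount: 2 µM fibrin DD(E); Schedule: 10 min compound pre-incubation, 3 h probe incubation at room temperature; Repeats: one replicate per compound; Read-out basis: percent inhibition; Measured by: fluorescence polarization of the labelled Tn7 tracer.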
ABHD4 inh = ABHD4 (mouse) inhibition, primary FP screen; actives 0.54% (n = 370,000); purified mABHD4, FP-Rh probe fluorescence polarization; inhibition, % at 8.92 µM; AID 720543; Q8VD66;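 active means inhibition exceeding the mean over every tested compound plus 3 SD, cut at about 30% in these data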;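 further: 0% = plate median of compound wells and 100% = S159A mutant with DMSO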
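Assay system: Wild-type mouse ABHD4 protein | Medium: HEPES pH 7.0 buffer, 150 mM NaCl, 0.01% Pluronic F-127 | Incubation: Enzyme–compound pre-incubation 45 min, then probe 60 min, both 25 °C | Technique: Fluorescence polarization with parallel and perpendicular emission, 525/598 nm | Evaluation: % inhibition of FP-Rh probe binding versus controls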
TCR CD3 inh = inhibitors of human TCR-CD3 interaction. AID 651800. actives 0.37% (n = 360,000). TAMRA-labeled TCR probe fluorescence, biochemical. inhibition, % at 9.4 µM; in the data active means inhibition above about 19%;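 further: recombinant mutant TCR 2C K166C tagged with TAMRA read by polarization; 0% = receptor in buffer alone and 100% = receptor with positive control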
Active calls of the source: *; . = no result given.

1) C/C(=N\NC(=O)c1c(Br)c(C)nn1C)c1cccc(NC(=O)C2CCC2)c1
2) Nc1nnc(CC(=O)N/N=C/c2cc([N+](=O)[O-])cc(Br)c2O)s1
3) Cc1cc(=O)c2c(ccc3c(=O)cc(C)[nH]c32)[nH]1
4) CCOc1ccc(N2C(=O)CSC2c2ccncc2)cc1 (centres undefined)
5) CCCCn1nnc(NC(=O)C(c2ccccc2)c2ccccc2)n1
6) CCO[C@@H]1OC(C(=O)NC2CC2)=C[C@H](c2ccc(C(F)(F)F)cc2)[C@H]1CCCO
entry no.	1	2	3	4	5	6
TCR CD3 inh	-7	34*	3	5	5	-5
LEDGF integ inh	0	-3	4	-2	-3	-1
ABHD4 inh	-2	39*	4	4	-2	4
Tn7 DDE FP	-7	3	-6	4	2	-6
PRMT1 FP inh	-2	9	-2	1	-1	-2
TDP2 inh	-18	-9	0	1	5	3
UHRF1 MBD2 ctr	7	-4	1	-1	1	0
PG9 Ab binder	0.1	-3.6	0.2	-0.1	-0.2	0.2
SIAE inh	1	6	1	0	3	2
HTRA1 inhibitor	4	28	.	7	1	-1

7) CCCc1cc(=O)oc2cc(OCC(=O)NCCCN3CCCC3=O)ccc12
8) COc1ccc(CCC(=O)NNC(=S)Nc2cccc(C(C)=O)c2)cc1
9) O=C1c2cccc(NCCNCCO)c2C(=O)c2cccc(NCCNCCO)c21
10) O=C(NC1CCCCC1)c1nn2c(C(F)(F)F)cc(-c3ccco3)nc2c1Br
11) CC(=O)NC(CC(=O)NNC(=O)c1cc2ccccc2cc1O)c1ccccc1 (centres undefined)
12) Cc1ccc(CN(C(=O)c2ccccc2C)C2CCS(=O)(=O)C2)o1 (centres undefined)
entry no.	7	8	9	10	11	12
TCR CD3 inh	-6	-2	-1	1	50*	0
LEDGF integ inh	1	-4	6	8	-7	1
ABHD4 inh	7	6	-24	3	17	-5
Tn7 DDE FP	-6	10	9	5	2	2
PRMT1 FP inh	6	2	5	0	8	12
TDP2 inh	4	0	4	-9	-6	-7
UHRF1 MBD2 ctr	14	1	93*	-5	-1	6
PG9 Ab binder	-0.2	0.9	-42	-0.8	-2.8	1.2
SIAE inh	1	3	-36	4	8	-2
HTRA1 inhibitor	3	-5	-1	24	15	3

13) CCOCCCn1c(=O)c(NC(=O)c2ccc(OCC)cc2)c2n(c1=S)CCCCC2
14) O=C(C1CCN(S(=O)(=O)c2cccs2)CC1)N1CCCC(C(F)(F)F)C1 (centres undefined)
15) CC(C)(C)OC(=O)N1CCC[C@H]1C(=O)N/N=C/c1cccc2nccnc12
16) COCC(=O)N1CCC(C(=O)NCC2COc3ccccc3O2)CC1 (centres undefined)
17) CCc1noc(C)c1C(=O)Nc1nc(-c2cc(C)ccc2C)c(C)s1
18) CC(C)CCNC(=O)NC(=O)COC(=O)C1CCN(S(=O)(=O)c2ccccc2F)CC1
entry no.	13	14	15	16	17	18
TCR CD3 inh	-10	4	-4	.	-4	7
LEDGF integ inh	4	1	0	5	-3	2
ABHD4 inh	-2	-5	1	6	1	0
Tn7 DDE FP	2	0	0	-4	0	-7
PRMT1 FP inh	-1	-3	-5	3	0	0
TDP2 inh	1	11	-3	-5	-6	-3
UHRF1 MBD2 ctr	1	-3	-1	17	2	0
PG9 Ab binder	1.7	1.2	-1.7	.	-0.6	-2.1
SIAE inh	2	13	4	1	1	3
HTRA1 inhibitor	0	8	.	.	2	-7

Some of the entries so far, tab-delimited.
nr	compound	TCR CD3 inh	LEDGF integ inh	ABHD4 inh	Tn7 DDE FP	PRMT1 FP inh	TDP2 inh	UHRF1 MBD2 ctr	PG9 Ab binder	SIAE inh	HTRA1 inhibitor
16	COCC(=O)N1CCC(C(=O)NCC2COc3ccccc3O2)CC1 (centres undefined)	.	5	6	-4	3	-5	17	.	1	.
17	CCc1noc(C)c1C(=O)Nc1nc(-c2cc(C)ccc2C)c(C)s1	-4	-3	1	0	0	-6	2	-0.6	1	2
18	CC(C)CCNC(=O)NC(=O)COC(=O)C1CCN(S(=O)(=O)c2ccccc2F)CC1	7	2	0	-7	0	-3	0	-2.1	3	-7

Following part
19) Cc1ccccc1C(=O)NC1CCN(Cc2nnnn2C(C)(C)C)CC1
20) CC(NC(=O)COc1cc(=O)n(C)c2ccccc12)c1ccc2c(c1)OCCO2 (centres undefined)
21) COC(=O)c1ccccc1NC(=O)NC1CC1
22) CCOC(=O)N/N=C(\C)c1ccc(OC(F)F)cc1OC(F)F
23) O=c1c2cc(Br)ccc2nc(-c2cccc(C(F)(F)F)c2)n1O
24) OC(CSc1ccc(F)cc1)CN1CCN(c2ccccc2)CC1 (centres undefined)
entry no.	19	20	21	22	23	24
TCR CD3 inh	-5	-1	-1	0	-4	-5
LEDGF integ inh	-9	-1	3	3	2	0
ABHD4 inh	5	-4	-1	-5	-3	-4
Tn7 DDE FP	-5	0	0	-3	5	2
PRMT1 FP inh	1	0	-4	2	1	0
TDP2 inh	-10	3	16	7	-6	-4
UHRF1 MBD2 ctr	4	-3	-4	-1	1	2
PG9 Ab binder	-0.4	1.1	-0.4	-0.3	-0.3	-1.1
SIAE inh	5	7	6	3	1	1
HTRA1 inhibitor	15	-5	-1	8	4	3

25) Cc1cn(CC(=O)N(C)Cc2ccco2)c(=O)[nH]c1=O
26) O=C(NC(=S)Nc1ccc(N2CCCC2)cc1)c1ccccc1[N+](=O)[O-]
27) COc1ccc2c(c1OC)C(=O)N1N=C(c3ccc(O)cc3)CC21 (centres undefined)
28) COc1ccc(-c2nc(NC(=O)c3ccc(OCC(=O)Nc4ccc(F)cc4)c(OC)c3)sc2C)cc1
29) O=[N+]([O-])c1ccccc1S(=O)(=O)NC1CC2CCC1C2 (centres undefined)
30) Cc1cccc(N2CCN(C(=O)c3ccc4nc[nH]c4c3)CC2)c1C
entry no.	25	26	27	28	29	30
TCR CD3 inh	5	-9	4	3	4	5
LEDGF integ inh	1	-3	1	0	2	-2
ABHD4 inh	1	1	-2	-2	-7	6
Tn7 DDE FP	3	-7	-7	3	-3	7
PRMT1 FP inh	2	3	-3	-1	8	-2
TDP2 inh	7	-2	9	8	-3	-5
UHRF1 MBD2 ctr	-2	3	-4	-2	5	-1
PG9 Ab binder	-0.3	-1.6	0.9	81*	-0.6	-0.6
SIAE inh	-1	2	0	3	-5	3
HTRA1 inhibitor	9	6	-1	-6	-3	0

31) CN(Cc1ccccc1)C(=O)c1[nH]cnc1C(=O)Nc1ccccc1
32) CC(C)(C)OC(=O)N1CCCN(C(c2ccnc3ccccc23)c2nnnn2-c2ccc3c(c2)OCCO3)CC1 (centres undefined)
33) O=C1c2ccccc2C(O)(c2ccccc2)N1c1ccc([N+](=O)[O-])cc1Cl (centres undefined)
34) O=C(Nc1ncn[nH]1)c1ccccc1Br
35) CN(C)C1CN(Cc2cn(Cc3cccc(Cl)c3)nn2)S(=O)(=O)C1 (centres undefined)
36) Cc1ccc(-n2c(CNc3ccc(F)cc3)nnc2SCC(=O)NCc2ccco2)cc1
entry no.	31	32	33	34	35	36
TCR CD3 inh	3	1	12	-5	3	-3
LEDGF integ inh	2	-3	3	-2	0	1
ABHD4 inh	-4	1	4	-3	-6	0
Tn7 DDE FP	-5	-7	11	1	-4	4
PRMT1 FP inh	1	3	0	-3	-4	1
TDP2 inh	9	-7	1	4	2	-2
UHRF1 MBD2 ctr	0	5	-1	-2	0	-1
PG9 Ab binder	-0.7	-0.7	1.2	0.7	1.8	0.5
SIAE inh	1	8	-2	0	0	1
HTRA1 inhibitor	-14	.	-3	6	.	2

37) CC(=O)c1cccc(OCc2cc(C(=O)N3CC4C[C@@H]5CC3C[C@H](C4)C5)no2)c1
38) CCOc1ccc(C(=O)/C=C/c2cc(OC)c(OC)c(OC)c2)cc1
39) Cc1nnc(SCC(=O)NCC2CCCCC2)n(N)c1=O
40) CCc1ccc(-c2c(C)sc(NC(C)=O)c2C(N)=O)cc1
41) Cc1cc(C)c2nc(C)cc(Nc3ccc(C(=O)NCCO)cc3)c2c1
42) CC(=O)NS(=O)(=O)c1ccc(NC(=O)CC(C)c2ccccc2)cc1 (centres undefined)
entry no.	37	38	39	40	41	42
TCR CD3 inh	9	3	-1	-7	-3	-8
LEDGF integ inh	-3	2	-2	-1	-1	-3
ABHD4 inh	-2	-1	0	1	-9	4
Tn7 DDE FP	-4	4	-2	-3	5	2
PRMT1 FP inh	-6	1	0	7	3	3
TDP2 inh	-13	0	3	-5	-3	1
UHRF1 MBD2 ctr	13	-1	0	1	12	2
PG9 Ab binder	-1.2	1.0	1.1	1.1	-0.5	-2.2
SIAE inh	3	-4	6	-2	-2	5
HTRA1 inhibitor	0	-1	5	-10	-6	4

43) CCCCOc1cccc(/C=C(\C#N)C(=O)NC2CC2)c1
44) COc1ccc(CSc2nc(C)cc(C)c2C#N)cc1
45) Cn1c(SCc2ccccc2)nc(C(F)(F)F)cc1=O
46) CCOC(=O)c1c(C)[nH]c(C(=O)N/N=C/c2ccc(OC)c(OC)c2)c1C
47) O=C(CNC(=O)c1ccco1)NCC(=O)OCc1cccc(C(=O)Oc2ccccc2)c1
48) C=CCNC(=O)CN1C(=O)c2cccc3cccc1c23
49) CC(=O)c1c(C)[nH]c(C(=O)OCC(=O)N2CCc3ccccc3C2)c1C
entry no.	43	44	45	46	47	48	49
TCR CD3 inh	14	-6	-3	-1	6	-1	1
LEDGF integ inh	1	0	3	0	-1	9	0
ABHD4 inh	-7	2	-3	-5	-2	-5	-7
Tn7 DDE FP	0	2	4	10	-6	2	4
PRMT1 FP inh	1	-2	-3	0	-3	-3	-1
TDP2 inh	24	-4	9	-3	7	-6	3
UHRF1 MBD2 ctr	-2	-1	2	-9	-4	-1	-2
PG9 Ab binder	-1.8	-1.3	-0.9	-0.1	-0.1	-1.0	0.3
SIAE inh	5	-1	3	-2	2	5	-2
HTRA1 inhibitor	-5	-5	-6	-14	-3	-2	0
